bovine MsrA act: activators of bovine methionine sulfoxide reductase A. purified bovine MsrA, absorbance read-out. activation, % at 10.6 µM. actives 0.3% (n = 360,000); in the data active means activation above about 7.5%;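 further: 0% = vehicle and 100% = reference activator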
E coli Lon inh: E. coli protease La inhibition. P0A9M0. inhibition, % at 7.94 µM. AID 602123. actives 0.42% (n = 360,000). purified E. coli Lon protease, fluorescence polarization; in the data active means inhibition above about 13%, passing the limit was not always enough;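 further: 0% = enzyme with probe and DMSO and 100% = no enzyme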
Target sequence (P0A9M0 whole entry, looked up): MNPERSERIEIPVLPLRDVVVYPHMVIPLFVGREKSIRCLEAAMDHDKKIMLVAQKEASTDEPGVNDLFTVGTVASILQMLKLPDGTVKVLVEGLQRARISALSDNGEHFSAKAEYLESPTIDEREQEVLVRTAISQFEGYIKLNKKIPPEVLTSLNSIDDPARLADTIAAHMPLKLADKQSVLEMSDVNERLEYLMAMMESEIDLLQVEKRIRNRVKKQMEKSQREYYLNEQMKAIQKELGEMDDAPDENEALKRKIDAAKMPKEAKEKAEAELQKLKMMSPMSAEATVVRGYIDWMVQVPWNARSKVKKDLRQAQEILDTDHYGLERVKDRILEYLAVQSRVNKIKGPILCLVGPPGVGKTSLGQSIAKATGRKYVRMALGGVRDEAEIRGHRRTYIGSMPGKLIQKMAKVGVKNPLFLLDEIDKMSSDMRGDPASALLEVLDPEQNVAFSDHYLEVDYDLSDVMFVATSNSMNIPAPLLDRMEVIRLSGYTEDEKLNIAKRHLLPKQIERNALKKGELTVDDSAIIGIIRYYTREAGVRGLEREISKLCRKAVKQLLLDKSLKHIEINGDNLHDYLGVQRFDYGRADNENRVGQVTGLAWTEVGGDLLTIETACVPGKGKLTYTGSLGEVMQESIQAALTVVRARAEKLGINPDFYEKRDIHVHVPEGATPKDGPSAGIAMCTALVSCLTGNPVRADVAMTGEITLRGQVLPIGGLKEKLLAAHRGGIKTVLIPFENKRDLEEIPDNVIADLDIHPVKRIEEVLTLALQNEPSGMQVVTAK
MLLE-PAM2 inh: inhibitors of microRNA-mediated deadenylation, human PABP1 MLLE binding. GST-MLLE / FITC-PAM2 fluorescence polarization. inhibition, % at 20 µM. actives 0.36% (n = 360,000). AID 588489; in the data active means inhibition above about 35%, passing the limit was not always enough;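 further: plate controls were DMSO wells with GST-MLLE for no effect and wells lacking GST-MLLE protein for full effect; some results filed as inactive read as strong as hits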
Neddyl block: blocks human cullin neddylation. P61081+Q13564. actives 0.58% (n = 360,000). TR-FRET cullin neddylation, biochemical. AID 651699. calls only at 25 µM; in the data active means inhibition above about 36%
CSN inh: blocks human CSN-mediated cullin deneddylation. Purified CSN, SCF-Nedd8-OG deneddylation, fluorescence polarization. inhibition, % at 12.5 µM. actives 0.38% (n = 360,000). AID 651999;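 active means pattern-corrected inhibition above about 35%, with an unprinted fluorescence ratio check between 0.5 and 1.5, limit read from the data, passing the limit was not always enough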;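 further: 0% = enzyme with substrate and 100% = substrate without enzyme; some results filed as inactive read as strong as hits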
Target sequence (Q92905 whole entry, looked up, one chain of several): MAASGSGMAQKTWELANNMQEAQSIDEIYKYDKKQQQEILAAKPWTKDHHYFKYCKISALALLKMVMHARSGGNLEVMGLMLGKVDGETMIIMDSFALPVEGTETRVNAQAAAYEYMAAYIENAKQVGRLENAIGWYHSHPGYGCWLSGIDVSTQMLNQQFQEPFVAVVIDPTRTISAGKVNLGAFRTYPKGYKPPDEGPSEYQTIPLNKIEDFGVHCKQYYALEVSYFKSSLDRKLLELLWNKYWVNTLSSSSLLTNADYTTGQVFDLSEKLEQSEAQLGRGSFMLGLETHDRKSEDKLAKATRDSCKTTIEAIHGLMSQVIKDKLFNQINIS
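Assay system: purified human Csn5 enzyme expressed in HEK293T cells; measure: % inhibition; also added: SCFSkp2-Nedd8OG substrate at 10 nM final; technique: fluorescence polarization; times: reaction 90 min, room temperature; medium: Tris buffer pH 7.5, NaCl, DTT, Tween-20, trehalose, ovalbumin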
MsrA inhibitor: inhibitors of bovine MsrA; purified bovine MsrA, absorbance read-out; actives 0.75% (n = 360,000); inhibition, % at 15.5 µM; AID 651718; in the data active means inhibition above about 4.5%;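 further: 0% = vehicle wells with enzyme and 100% = reference inhibitor wells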
Rin1-Abl PPI inh: blocks binding of human Rin1 to Abl. AID 588664. actives 0.4% (n = 360,000). TR-FRET Rin1/Abl binding, biochemical. inhibition, % at 7.35 µM. P00519+Q13671; in the data active means inhibition above about 5%, passing the limit was not always enough
TbMetRS inhib: Trypanosoma brucei MetRS inhibition; purified T. brucei MetRS, ATP depletion, Kinase-Glo luminescence; inhibition, % at 11.9 µM; actives 0.4% (n = 360,000); AID 624268;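 active means inhibition above a per-plate cutoff of the control wells' mean inhibition plus 3 SD, cut at about 5.5% in these data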;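 further: 0% = DMSO wells median and 100% = median of wells with control inhibitor compound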
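Test system: purified T. brucei MetRS enzyme. Also added: ATP, methionine and E. coli bulk tRNA substrates. Compound: 11.9 µM single point. Schedule: 15 min enzyme-compound preincubation, 2 h reaction, 10 min detection, 25 °C. Signal: luciferase luminescence of residual ATP, Kinase-Glo. Evaluation: percent inhibition versus plate control medians. Controls: DMSO wells, low control.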
FAS-TE inh: FAS thioesterase (human) inhibition | inhibition, % at 15 µM | recombinant FAS-TE, OMFH fluorogenic substrate, fluorescence endpoint | actives 0.67% (n = 360,000);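 active means compounds whose normalised, plate-corrected inhibition of enzyme fluorescence in the single-dose primary screen is 50% or more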;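 further: 0% = DMSO with enzyme and 100% = substrate without enzyme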
An asterisk follows results filed as active; i = inactive; . = not tested or not shown.

SMILES	bovine MsrA act	E coli Lon inh	MLLE-PAM2 inh	Neddyl block	CSN inh	MsrA inhibitor	Rin1-Abl PPI inh	TbMetRS inhib	FAS-TE inh
COc1ccc2cc(OC)c(C(=O)N3CCOCC3)cc2c1	-2.7	-3.1	1.7	.	2.9	1.9	1.0	-0.3	-8.7
Cc1nnc(SCC(=O)Nc2nsc(-c3ccc(Cl)cc3)n2)s1	-0.9	-4.6	-13.4	i	27.0	0.4	0.6	0.0	-0.8
NS(=O)(=O)c1ccc(NC(=O)CCCCC(=O)Nc2ccc(S(N)(=O)=O)cc2)cc1	-2.2	-5.5	-3.4	i	9.1	-0.4	3.0	-0.3	-9.2
CSCC[C@H](NC(=O)Cc1c(C)c2cc3c4c(oc3cc2oc1=O)CCCC4)C(=O)O	-1.2	-3.4	8.0	.	0.5	1.7	-2.3	-0.2	-0.8
Cc1ccc(S(C)(=O)=O)cc1C(=O)OCC(=O)N(Cc1ccccc1)Cc1ccccc1	2.4	7.2	6.8	i	-5.8	0.3	1.0	0.2	37.7
CN1C(=O)[C@H]2[C@@H](c3ccc(C(F)(F)F)cc3)N[C@]3(CCCN(CC4CCCCC4)C3=O)[C@H]2C1=O	-1.3	-3.5	-4.1	i	0.9	-2.1	0.0	-0.4	18.1
CCCCN(C)C(=O)c1cc2c(Cl)nc3ccccc3c2s1	-3.6	-1.4	-9.2	i	0.0	0.1	-1.6	-0.6	17.4
CCN(CC)CCNC(=O)c1ccc(NC(=O)/C=C/c2cc(OC)c(OC)c(OC)c2)cc1	-8.5	-6.5	-3.8	i	1.4	4.2	-2.6	-0.4	-2.6
O=C(c1ccc(OC2CCN(CCc3ccccc3)CC2)cc1)N1CCC(CO)CC1	-0.9	-7.8	-2.5	i	1.5	0.3	7.3	-0.1	-4.4
O=C(NC1CC1)C1=C[C@H](c2ccc3c(c2)OCO3)C[C@H](OCc2ccc(CO)cc2)O1	-3.9	1.2	3.2	i	-1.7	0.2	-0.1	0.3	-4.5
CCCc1[nH]c2ccc(C#N)cc2c1CCC	-2.3	3.7	-4.9	i	-1.2	0.1	-4.0	-0.1	32.4
Cc1ccccc1OCCCCn1c(CO)nc2ccccc21	-1.8	0.1	13.8	i	4.1	0.4	5.5	-0.5	5.3
Cc1cc([N+](=O)[O-])nn1CCCC(=O)Nc1cc(Oc2ccccc2)cc([N+](=O)[O-])c1	3.2	-1.0	4.9	i	-2.5	-1.4	-0.3	0.3	35.8
COc1ccc(C(=O)NCCN2CCN(C(=O)c3ccc(OC)cc3)CC2)cc1	-4.3	-0.6	-2.0	i	-3.3	-0.9	3.0	-0.1	-6.0
Cc1ccc2nc(C3CCN(S(=O)(=O)c4ccc5ccccc5c4)CC3)[nH]c2c1	-3.1	-8.1	7.1	i	-2.3	0.6	2.1	48.0*	16.2
NC(=O)CN1CCN(c2cccc(Cl)c2)CC1	-9.2	-10.8	-0.5	i	3.5	0.0	-2.5	-0.5	-7.5
CCN(c1ccccc1)S(=O)(=O)c1ccc(C(=O)NC2CCN(Cc3ccccc3)CC2)cc1	-1.6	-4.7	12.8	i	2.8	.	4.2	-0.1	2.2
N#CC(=Cc1ccnc2ccccc12)c1ccccc1	0.7	-8.8	-12.8	i	-0.9	0.4	-3.9	-0.1	15.1
CC(C)CNC(=O)c1cccc(NC(=O)COc2cccc([N+](=O)[O-])c2)c1	-2.5	-7.1	9.7	i	-3.9	0.3	0.8	-0.2	8.6
COc1ccc(C(=O)CSc2nnc(CN3CCCCC3)n2-c2ccc(F)cc2)cc1OC	-6.6	12.4	-17.5	i	-0.5	-0.9	-2.0	-0.6	-0.4

Structures listed above that bear a hit mark in TbMetRS inhib:
Molecule	bovine MsrA act	E coli Lon inh	MLLE-PAM2 inh	Neddyl block	CSN inh	MsrA inhibitor	Rin1-Abl PPI inh	TbMetRS inhib
Cc1ccc2nc(C3CCN(S(=O)(=O)c4ccc5ccccc5c4)CC3)[nH]c2c1	-3.1	-8.1	7.1	i	-2.3	0.6	2.1	48.0*

(continued)
SMILES	bovine MsrA act	E coli Lon inh	MLLE-PAM2 inh	Neddyl block	CSN inh	MsrA inhibitor	Rin1-Abl PPI inh	TbMetRS inhib	FAS-TE inh
CCOc1ccc(OCCCC(=O)Nc2cc(Cl)ccc2-n2cncn2)cc1	-3.5	-27.8	-8.9	i	1.3	-1.3	1.7	-0.3	6.6
COc1ccc(N(CC(=O)Nc2ccc3c(c2)OCO3)S(=O)(=O)c2ccccc2)cc1	-1.4	1.9	-8.3	i	4.8	-0.5	-1.8	0.4	0.7
O=S(=O)(c1ccc(Cl)cc1)N1CCCC1c1nc(-c2cccc(Cl)c2)no1 (configuration not stated)	-0.8	0.0	-9.1	i	-1.8	-0.3	-1.8	-0.5	23.6
Cc1ccc(C)c(NC(=O)CN(C)C(=O)/C=C/c2ccco2)c1	-3.4	2.5	-0.8	i	-3.4	0.5	1.0	0.3	-0.9
CC(/C=N/NC(=O)COc1ccccc1C)=N\NC(=O)COc1ccccc1C	2.3	-5.0	-4.1	i	-0.4	-0.6	2.0	-0.3	-4.0
CS(=O)(=O)N(CC(=O)N1CCCCC1)c1cccc(F)c1	-3.0	3.6	3.9	i	-12.4	-1.4	-1.5	-0.8	-0.8
CCCCCCn1c(=O)c(C(=O)N/N=C/c2cccc(F)c2)c(O)c2ccccc21	-9.2	-2.5	-10.8	i	-1.0	-0.7	0.3	-0.9	16.5
CC(N)c1csc(Nc2ccc(C(=O)NCCCO)cn2)n1 (configuration not stated)	-3.4	1.2	-6.9	i	-5.5	-0.6	-4.2	-0.2	-7.2
COC(=O)c1ccc(C(=O)NCCCCO)cc1	-4.3	-7.8	10.8	i	-2.8	-0.1	1.5	-0.4	-1.7
Cc1nc2c(-c3ccccc3)c(C)nn2c(C)c1CC(=O)O	-10.4	-10.8	2.3	i	-1.5	-0.1	-1.5	-0.9	-14.6
N#CCC(=O)N1CCN(C(c2ccccc2)c2ccccc2)CC1	-2.8	-5.0	2.6	i	-1.9	1.2	-1.9	0.2	-2.3
O=C(Nc1ccc(Cl)c(Cl)c1)N1CC=CCC1	-2.1	-2.6	10.7	i	-1.9	-0.5	-0.9	-0.7	2.7
CCSC1=NC(C)(C)C=C(C)N1	-10.8	-3.7	-83.1	i	1.5	0.2	-1.4	-0.1	-3.9
O=c1c2oc3nc4c(cc3c2ncn1CCCc1ccccc1)CCCC4	-0.8	-4.8	-1.1	i	-1.0	0.4	-0.5	-0.6	14.2
CC1=NN(c2ccc(Cl)cc2)C(=O)C1	-1.6	6.6	13.2	i	6.7	2.4	14.3*	0.8	-1.6
O=C1c2ccccc2N2C(=O)c3ccccc3C2N1O (configuration not stated)	0.0	4.9	3.0	i	-0.8	-0.2	-3.9	0.1	-4.4
CC(=O)O[C@H]1C[C@@]2(O)[C@@H](OC(=O)c3ccccc3)C3[C@@](C)([C@@H](O)C[C@H]4OC[C@@]34OC(C)=O)[C@@H](O)[C@H](OC(C)=O)C(=C1C)C2(C)C (some centres not stated)	0.8	5.6	14.3	i	1.1	0.0	-2.3	0.6	-3.0
CCN1CCN(c2ccc(NC(=O)c3cc(OC)c(OC)c(OC)c3)cc2)CC1	-3.4	5.1	-4.7	i	-2.7	-0.5	-1.6	-0.8	-3.5
COc1ccccc1N1C(=O)Cc2ccccc2C1=O	-1.5	2.4	7.9	.	0.3	0.4	5.8	0.9	26.1
COc1nc(-c2ccccc2)nnc1-c1ccccc1	-3.0	-8.8	0.0	i	-3.6	-1.1	1.1	-0.9	-3.9

Nothing new here: an excerpt of the list.
SMILES	bovine MsrA act	E coli Lon inh	MLLE-PAM2 inh	Neddyl block	CSN inh	MsrA inhibitor	Rin1-Abl PPI inh	TbMetRS inhib	FAS-TE inh
CC(=O)O[C@H]1C[C@@]2(O)[C@@H](OC(=O)c3ccccc3)C3[C@@](C)([C@@H](O)C[C@H]4OC[C@@]34OC(C)=O)[C@@H](O)[C@H](OC(C)=O)C(=C1C)C2(C)C (some centres not stated)	0.8	5.6	14.3	i	1.1	0.0	-2.3	0.6	-3.0
CCN1CCN(c2ccc(NC(=O)c3cc(OC)c(OC)c(OC)c3)cc2)CC1	-3.4	5.1	-4.7	i	-2.7	-0.5	-1.6	-0.8	-3.5
COc1ccccc1N1C(=O)Cc2ccccc2C1=O	-1.5	2.4	7.9	.	0.3	0.4	5.8	0.9	26.1
COc1nc(-c2ccccc2)nnc1-c1ccccc1	-3.0	-8.8	0.0	i	-3.6	-1.1	1.1	-0.9	-3.9

Next part:
SMILES	bovine MsrA act	E coli Lon inh	MLLE-PAM2 inh	Neddyl block	CSN inh	MsrA inhibitor	Rin1-Abl PPI inh	TbMetRS inhib	FAS-TE inh
Cc1ccc2nc(SCC(=O)Nc3ccc(C)c(Cl)c3)nc(=O)n2c1	-5.5	1.8	-6.6	i	3.4	-0.4	6.2	-0.5	-0.4
CN(C)/C=C(\C#N)C(N)=C(C#N)C#N	-6.1	-2.4	-52.7	i	-4.2	3.1	-1.0	0.6	-7.2
CN(C)S(=O)(=O)c1cccc(NC(=O)c2cccc(S(=O)(=O)N3CCCCC3)c2)c1	-0.6	-7.1	-12.8	i	-5.3	0.1	2.8	-0.3	13.4
CC(=O)Nc1nnc(SCc2ccc(F)cc2)s1	-1.1	-7.0	6.1	i	3.6	-0.4	1.6	0.1	-6.4
COc1ccc(CNC(=O)c2cc(SC)ccc2Cl)cc1OC	-1.7	-0.4	-3.6	i	-7.2	-1.2	3.4	-0.6	-3.9
O=C(COC(=O)c1ccccc1)NC(=O)NC1CCCC1	-3.3	-1.5	2.4	i	-1.1	0.2	1.5	-0.6	-6.5
Cc1ccccc1Cn1c(=O)sc2ccccc2c1=O	-1.2	0.3	7.0	i	-19.1	-1.3	-4.0	0.0	17.4
Cc1ccccc1C(=O)NNC1CC(=O)N(c2ccc3c(c2)OCCO3)C1=O (configuration not stated)	-0.9	-9.1	7.1	i	-6.6	0.5	-0.9	-0.5	-9.0
C/C(=N/NC(=O)c1sc(NS(=O)(=O)c2ccccc2)nc1C)c1ccc(F)cc1	-5.8	-4.6	5.9	i	-3.2	2.1	3.3	0.4	-3.7
Cc1cc([N+](=O)[O-])cc2ncccc12	-0.6	4.3	9.2	i	2.8	0.2	-0.6	-1.2	-2.3
COC(=O)CNC(c1ccccc1)c1cc(Cl)ccc1NC(=O)c1cccc(Cl)c1 (configuration not stated)	-4.0	-5.3	-5.0	i	-4.4	0.6	0.6	-0.5	32.9
CCCOC(=O)c1c(NC(=O)/C=C/c2cnn(C)c2C)sc(C(=O)OCC)c1C	-3.3	-0.7	3.2	.	-2.0	-0.8	1.4	-0.5	11.3
Cc1ccc(/C=C2\SC(=S)N(CCCC(=O)Nc3ccccn3)C2=O)cc1	-5.2	-1.9	-1.6	i	4.7	-0.5	-0.6	-0.3	9.4
CC(=O)c1sc(=S)n(-c2ccc(Cl)cc2)c1C	-3.5	-8.0	4.2	i	-0.3	2.2	1.4	0.0	43.1

Given with values under each structure: entries from further up.
The line under a structure holds: bovine MsrA act, E coli Lon inh, MLLE-PAM2 inh, Neddyl block, CSN inh, MsrA inhibitor, Rin1-Abl PPI inh, TbMetRS inhib, FAS-TE inh
- NS(=O)(=O)c1ccc(NC(=O)CCCCC(=O)Nc2ccc(S(N)(=O)=O)cc2)cc1
→ -2.2, -5.5, -3.4, i, 9.1, -0.4, 3.0, -0.3, -9.2
- CCCCN(C)C(=O)c1cc2c(Cl)nc3ccccc3c2s1
→ -3.6, -1.4, -9.2, i, 0.0, 0.1, -1.6, -0.6, 17.4

High-throughput results as filed in PubChem BioAssay.
